Screening results deposited in PubChem by The Scripps Research Institute Molecular Screening Center.
LYPLA1 inh: LYPLA1 (human) inhibition in PME1 counter-screen; 320,000 tested, 0.16% active; recombinant LYPLA1, FP-Rh probe fluorescence polarization; O75608; inhibition, % at 5.9 µM;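 active means inhibition above the mean of all tested compounds plus 3 SD, set per campaign, cut at about 14% in these data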;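 further: inhibitors block serine hydrolase probe labeling of LYPLA1 so polarization falls; 0% = enzyme with DMSO and 100% = wells lacking LYPLA1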
PREPL inhibitor: inhibitors of human prolyl oligopeptidase-like enzyme PREPL; 320,000 tested, 0.68% active; inhibition, % at 5.96 µM; AID 2751; recombinant PREPL, fluorescence polarization activity-based probe; Q4J6C6; in the data active means inhibition above about 43%;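 further: 0% = enzyme with DMSO and 100% = wells lacking enzyme; many of its hits are not listed in these tables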
GSTO1 inh: blocks human GSTO1 in RBBP9 counter-screen; P78417; inhibition, % at 5.96 µM; 300,000 tested, 1.1% active; recombinant GSTO1, activity-based probe fluorescence polarization;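 active means inhibition above the campaign mean inhibition plus 3 SD, cut at about 35% in these data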;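 further: 0% = GSTO1-1 with DMSO and 100% = wells lacking GSTO1-1 enzyme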
PAFAH1B3 inh: inhibitors of human PAFAH1B3; Q15102; recombinant PAFAH1B3, FP-rhodamine probe, fluorescence polarization; inhibition, % at 3.39 µM; 340,000 tested, 0.28% active; AID 492972;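 active means inhibition above the screen-wide average of all tested compounds plus 3 SD, cut at about 25% in these data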;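 further: 0% = enzyme with DMSO only and 100% = wells lacking PAFAH1B3 protein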
Target sequence (Q15102 whole entry, looked up): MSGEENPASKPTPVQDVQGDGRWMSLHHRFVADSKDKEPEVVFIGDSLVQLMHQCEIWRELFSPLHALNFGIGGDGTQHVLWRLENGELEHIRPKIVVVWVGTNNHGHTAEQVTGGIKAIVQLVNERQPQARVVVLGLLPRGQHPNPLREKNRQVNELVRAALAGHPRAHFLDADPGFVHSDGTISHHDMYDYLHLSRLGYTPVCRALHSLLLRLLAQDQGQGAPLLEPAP
PAFAH1B2 FP inh: PAFAH1B2 (human) inhibition | recombinant PAFAH1B2, FP-rhodamine activity probe, fluorescence polarization | inhibition, % at 3.39 µM | 340,000 tested, 1.2% active;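 active means inhibition above the mean of all tested compounds plus 3 SD, cut at about 24% in these data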;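 further: 0% = enzyme with DMSO and 100% = wells lacking PAFAH1B2; many of its hits are not listed in these tables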
PAD4 FP inh: blocks human protein arginine deiminase 4. Q9UM07. inhibition, % at 6.36 µM. recombinant PAD4, RCA probe fluorescence polarization. 330,000 tested, 0.41% active;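 active means percent inhibition above a cutoff equal to the mean of all tested compounds plus 3 SD, cut at about 15% in these data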;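 further: 0% = PAD4 with RCA probe and DMSO and 100% = probe without PAD4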
Target sequence (Q9UM07 whole entry, looked up): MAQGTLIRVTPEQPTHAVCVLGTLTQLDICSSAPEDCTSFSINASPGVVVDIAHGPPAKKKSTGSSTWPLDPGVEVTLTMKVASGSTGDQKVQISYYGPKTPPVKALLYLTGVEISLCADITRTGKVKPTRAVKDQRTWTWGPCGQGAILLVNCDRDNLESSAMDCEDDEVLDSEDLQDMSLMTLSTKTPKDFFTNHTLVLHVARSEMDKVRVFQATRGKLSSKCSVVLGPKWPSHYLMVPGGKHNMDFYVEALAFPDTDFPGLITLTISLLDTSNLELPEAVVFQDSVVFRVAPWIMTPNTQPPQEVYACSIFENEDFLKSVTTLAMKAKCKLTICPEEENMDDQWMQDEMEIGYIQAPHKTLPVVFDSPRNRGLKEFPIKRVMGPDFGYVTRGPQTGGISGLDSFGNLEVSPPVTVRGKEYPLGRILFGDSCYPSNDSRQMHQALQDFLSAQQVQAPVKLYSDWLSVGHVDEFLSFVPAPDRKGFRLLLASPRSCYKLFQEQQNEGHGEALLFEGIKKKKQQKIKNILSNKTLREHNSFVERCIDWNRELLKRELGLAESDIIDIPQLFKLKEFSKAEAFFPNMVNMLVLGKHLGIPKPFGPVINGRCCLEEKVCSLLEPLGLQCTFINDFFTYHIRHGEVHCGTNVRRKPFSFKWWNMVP
PME-1 primary: PME-1 (human) inhibition. Q9Y570. recombinant PME-1, FP-Rh probe fluorescence polarization. inhibition, % at 5.9 µM. 320,000 tested, 0.53% active;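 active means inhibition above the campaign mean of all compounds plus 3 SD, cut at about 26% in these data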;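 further: competitive labeling of PME-1 active site by serine hydrolase directed probe; 0% = PME-1 with DMSO and 100% = wells lacking PME-1 enzyme; inhibitors block probe labeling so polarization falls and inhibition rises; many of its hits are not listed in these tables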
pPAFAH inh: inhibitors of human plasma PAF acetylhydrolase (pPAFAH). Q13093. recombinant pPAFAH, FP-rhodamine probe fluorescence polarization. inhibition, % at 3.39 µM. 330,000 tested, 1.5% active;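 active means inhibition above the mean inhibition across the screen plus 3 SD, cut at about 25% in these data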;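 further: inhibitors block binding of the rhodamine activity-based probe so polarization drops; 0% = enzyme with DMSO and 100% = wells lacking pPAFAH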
LYPLA2 inh: LYPLA2 (human) inhibition in PME1 counter-screen. 320,000 tested, 0.38% active. inhibition, % at 5.9 µM. O95372. recombinant LYPLA2, FP-Rh probe fluorescence polarization;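 active means inhibition above the screen-wide mean plus 3 SD, limit set per campaign, cut at about 26% in these data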;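 further: 0% = LYPLA2 with DMSO and 100% = wells lacking LYPLA2 enzyme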
* = called active by the depositor; x = no result given. A portion of the library (hit frequency here may not be typical).

A first look (3 entries):
SMILES	LYPLA1 inh	PREPL inhibitor	GSTO1 inh	PAFAH1B3 inh	PAFAH1B2 FP inh	PAD4 FP inh	PME-1 primary	pPAFAH inh	LYPLA2 inh
CCC(=O)c1cn(CC(=O)Nc2ccccc2)c2ccccc12	-5.9	3.0	3.1	1.3	-0.4	-4.1	0.8	-5.1	5.1
O=C(c1cc(COc2ccc3ncccc3c2)on1)N1CCC(O)CC1	3.9	-0.8	0.2	-0.1	-1.1	-0.9	-3.2	1.4	2.2
COC(=O)CSc1cc(C(F)(F)F)nc(-c2ccccn2)n1	1.7	11.1	-4.2	3.4	6.6	-2.7	8.2	3.6	3.0

Results, repeating the preview:
SMILES	LYPLA1 inh	PREPL inhibitor	GSTO1 inh	PAFAH1B3 inh	PAFAH1B2 FP inh	PAD4 FP inh	PME-1 primary	pPAFAH inh	LYPLA2 inh
CCC(=O)c1cn(CC(=O)Nc2ccccc2)c2ccccc12	-5.9	3.0	3.1	1.3	-0.4	-4.1	0.8	-5.1	5.1
O=C(c1cc(COc2ccc3ncccc3c2)on1)N1CCC(O)CC1	3.9	-0.8	0.2	-0.1	-1.1	-0.9	-3.2	1.4	2.2
COC(=O)CSc1cc(C(F)(F)F)nc(-c2ccccn2)n1	1.7	11.1	-4.2	3.4	6.6	-2.7	8.2	3.6	3.0
CCOC(=O)C1=C(O)CCn2c1nc1ccccc12	3.8	10.6	-3.5	-6.4	4.1	-5.1	-1.4	10.4	4.0
CCC(=O)c1ccc(OCC(=O)NCc2ccccc2CN2CCCC2)cc1	x	22.4	x	-2.8	4.6	2.1	x	0.8	x
COC(=O)N/N=C/c1cc(C)n(-c2ccc(Br)cc2)c1C	-4.0	9.4	-7.1	-3.0	9.7	-3.0	2.1	2.9	-4.9
CC(C)C[C@H](NC(=O)c1nc[nH]c1C(=O)N1CCNCC1)C(=O)OCc1ccccc1	-1.7	2.4	7.1	4.1	2.1	-1.0	-4.0	0.4	5.2
O=C(Oc1cccc2c(OC(=O)N3CCCC3)cccc12)N1CCCC1	5.8	20.9	26.8	6.2	2.6	5.7	-0.5	-2.3	9.7
CCCn1c(SCC(=O)Nc2cc(S(=O)(=O)N3CCCCC3)ccc2C)n[nH]c1=O	-1.6	1.0	x	-0.9	-0.3	3.1	1.9	-0.4	-6.8
COCCOc1cc(Nc2nnc(C(F)(F)F)s2)c(Cl)cc1Cl	-7.1	1.8	-0.5	4.0	1.5	-0.6	-4.6	-1.1	-5.6
Cc1ccccc1-n1ncc2c1CC(C)(C)CC2NC(=O)c1ccncc1 (configuration not stated)	-4.0	0.5	0.6	6.0	-0.8	-0.8	5.0	4.1	-0.7
CCn1c(SCc2cccc(C)c2)nnc1-c1ccccc1	-0.5	-7.3	2.5	2.1	-4.2	-7.7	-0.6	-3.9	-0.8
CN1/C(=C\C(=O)Nc2ccc(Cl)cc2)C(C)(C)c2ccccc21	-9.5	9.2	-7.9	11.1	2.1	-5.7	21.7	8.6	-4.8
COc1ccc(S(=O)(=O)n2c([N+](=O)[O-])cnc2C)c(C)c1C	0.2	0.0	4.0	-3.6	5.6	-0.3	-7.6	1.7	1.4
Cc1cccc(NC(=O)CN2C(=O)CCS(=O)(=O)c3ccccc32)c1C	-1.4	-2.1	9.1	13.2	6.0	1.5	-3.9	0.3	1.9
Cn1nc(C(=O)NNC(=O)c2cccc(Cl)c2)ccc1=O	x	8.5	x	11.8	3.8	0.8	x	-2.2	x
CN1CCN(NC(=O)/C=C/c2ccc(Br)cc2)CC1	0.3	9.9	3.9	3.0	-3.5	1.5	4.8	3.1	2.7
O=C(CN1CCCCC1)Nc1ccc(C(F)(F)F)cc1Cl	-0.5	5.3	-2.5	4.1	4.2	18.1*	-6.3	-9.0	-2.9
CN(Cc1nccn1C)C(=O)c1ccc2nc(Cc3ccccc3F)oc2c1	-6.1	5.9	0.9	6.1	4.3	-0.8	-2.3	1.0	-3.2
O=C(NCc1ccccc1)Nc1cccn(Cc2ccc(Cl)cc2)c1=O	3.9	-11.8	3.9	4.8	-2.1	-1.2	-1.8	3.6	1.7
CCc1ccc(Nc2nnc(SCC(=O)N(C)C3CCS(=O)(=O)C3)s2)cc1 (configuration not stated)	5.3	30.3	7.8	4.0	3.9	-2.3	-1.2	-0.2	12.9
CCn1cc(C(=O)NCCc2ccccc2)c(=O)c2cc(S(=O)(=O)N3CCCC3)ccc21	-6.1	7.1	0.9	2.2	-0.9	-2.3	0.8	12.3	-5.9
CCOC(=O)C1=C(O)C(Nc2nc3ccccc3s2)(C(F)(F)F)N=C1C (configuration not stated)	-3.5	6.3	4.3	13.8	0.8	-0.1	4.8	-1.6	-2.6
S=C(Nc1ccccn1)c1ccccn1	1.9	11.4	12.2	6.8	-1.0	0.1	-5.0	3.2	11.4
Cc1nc2ccc(NS(=O)(=O)c3ccccc3Cl)cc2s1	1.2	8.6	x	-0.8	0.3	-0.4	5.4	0.3	7.5
O=S(=O)(NCc1ccccc1)c1ccc(Br)c2nsnc12	-1.8	5.5	15.3	0.9	4.9	-2.9	4.4	5.4	-5.6
CC(C)(C)NC(=O)C(c1ccccn1)N(C(=O)c1csnn1)C1CCCC1 (configuration not stated)	3.4	8.0	-1.8	0.3	7.2	3.8	-2.0	4.6	12.9
CCCn1nc(C(=O)NNC(=O)CSCC(=O)Nc2cc(C)on2)c2ccccc2c1=O	-1.5	10.4	1.0	5.5	-1.2	-7.3	-1.4	1.2	2.5
O=C(/C=C/c1ccc(OCCCF)cc1)N1CCOCC1	3.2	-2.1	-7.3	11.8	3.0	-4.7	-7.4	6.5	8.1
COc1cccc(NC(=O)CSc2nnc(COc3ccc4c(c3)CCCC4)o2)c1	-22.9	0.9	2.8	2.5	2.4	-0.4	-41.5	-3.8	-38.9
Cc1ccc(C(=O)c2oc3ccccc3c2NC(=O)c2cc(-c3ccccc3O)n[nH]2)cc1	-24.7	0.5	-7.2	7.8	-4.4	3.9	-38.9	-16.1	-33.6
N#Cc1nc(-c2ccccc2)oc1NCCCn1ccnc1	1.6	-0.4	-2.4	6.8	3.1	-1.1	2.4	-0.3	4.6
COc1cccc(N2CCN(C(=O)c3ccc(N4C(=O)NC5CC4(C)Oc4ccccc45)cc3)CC2)c1 (configuration not stated)	-0.3	13.4	-0.2	-7.3	4.4	1.6	0.4	8.4	5.9
COc1ccc(-c2ccnc3nc(N4CCOCC4)nn23)cc1	0.8	11.8	-4.9	5.3	3.7	-4.2	-3.0	-1.6	-3.0
COc1ccc(S(=O)(=O)N(C)C)cc1NC(C)C(=O)Nc1cccc(C#N)c1 (configuration not stated)	1.4	1.1	-9.4	1.9	-2.3	-0.6	3.6	5.3	0.1
CNC(=O)C(=O)NCCc1ccc(Cl)cc1	-2.3	16.7	18.3	0.1	19.5	-6.2	-0.1	1.1	-4.0
O=C(Nc1ncc(Cc2ccccc2)s1)C1COc2ccccc2O1 (configuration not stated)	-0.9	-3.8	3.6	1.8	5.3	-1.4	4.1	0.6	-10.5
c1ccc(CSc2nnc(SCc3ccccn3)s2)nc1	-3.3	15.5	7.0	10.0	5.0	-1.6	-2.4	3.2	0.3
CN1CCN(C(=O)c2ccc3c(c2)N(Cc2ccccc2F)C(=O)c2ccccc2S3=O)CC1 (configuration not stated)	0.3	1.5	1.1	6.3	-0.2	-4.2	-2.2	2.5	3.4
C=CCNc1cnn(CC(C)=O)c(=O)c1Br	-1.8	-7.7	-0.7	-9.4	-1.5	0.8	2.0	0.7	1.4
CC(=O)c1cn(N2CCCCC2)c(=O)[nH]c1=O	-3.0	16.4	-1.2	2.1	6.6	3.9	-3.3	-0.9	-2.4
C=CCc1c(C)nc(C)nc1N/N=C/c1ccccc1O	1.0	8.8	7.1	-2.4	-1.4	1.8	-3.3	7.7	-0.5
Cc1c(C(=O)Nc2ccc3c(c2)OCO3)sc2ncn(CC(=O)N3CC(C)CC(C)C3)c(=O)c12 (configuration not stated)	-6.6	-4.3	-5.7	7.1	0.0	-2.9	-3.2	1.1	-1.1
CCc1ccc(C2=NN(C(C)=O)C(c3ccco3)C2)cc1 (configuration not stated)	0.0	-2.3	6.2	7.4	4.8	-5.7	-3.6	5.3	6.6
O=C(c1ccccc1)c1n[nH]c(-c2ccccc2)cc1=O	-1.5	-2.2	-4.5	5.6	1.2	-1.3	-3.0	4.6	0.6
CCc1noc(C)c1C(=O)Oc1ccc(N(C)S(=O)(=O)c2ccccc2)cc1	2.5	6.4	-3.6	4.1	0.2	-6.2	1.8	-2.4	6.4
COc1cccc(C2C(C(=O)OC(C)C)=C(C)Nc3ncnn32)c1 (configuration not stated)	-1.9	2.7	-2.4	0.4	1.4	5.6	5.7	-3.2	-0.7
O=C(Nc1cccc(NC(=O)c2cccc(F)c2)n1)c1cccc(F)c1	-12.7	-6.7	-9.0	10.4	-1.0	1.5	-4.2	-2.7	-21.9
CCCCCOC(=O)C1[C@H]2C(=O)N(Cc3cccs3)C[C@]23C=C[C@H]1O3 (some centres not stated)	-2.6	11.7	-1.8	3.8	2.1	-4.1	6.2	5.7	0.8
COc1ccc(Nc2nc(N3CCCCC3)nc3ccccc23)c(OC)c1	-0.2	3.2	2.5	-1.0	2.4	0.5	-3.8	10.3	1.8
COc1ccc(-n2ncc3c(=O)n(Cc4c(F)cccc4Cl)cnc32)cc1	0.3	-7.5	8.5	4.5	4.0	0.2	-1.3	1.4	2.7
CCc1nnc(NC(=O)c2ccc(C)o2)s1	3.4	4.3	-0.5	3.4	-0.7	-1.8	3.6	4.5	5.0
CCOc1ccc(/C=N/NC(=O)c2[nH]ncc2Br)c(O)c1	-0.7	25.9	-0.2	7.2	6.6	1.2	0.8	5.9	-3.2
COCCCN(C(=S)Nc1cc(Cl)cc(Cl)c1)C(C)c1ccccn1 (configuration not stated)	-4.2	-5.5	3.8	6.1	-4.1	-0.8	1.2	3.7	-2.2
Cn1c(C(C#N)C(=O)c2sc3ccccc3c2Cl)nc2ccccc21 (configuration not stated)	-2.1	35.3	-15.4	8.1	4.0	2.0	13.4	5.5	-1.1
CCCCCCNCC(=O)N1CCC(Cc2ccccc2)CC1	2.8	-7.7	1.7	5.8	2.9	-4.6	-2.8	-1.3	4.5
Cc1cc(N2CCN(Cc3ccccc3)CC2)n2nc(C)c(-c3ccccc3)c2n1	-0.7	11.6	6.0	9.7	3.7	-2.7	1.8	-3.2	-2.6
Cc1cnc(C(=O)Nc2nc(-c3ccccc3)cs2)cn1	1.3	9.6	0.4	-0.8	-1.4	3.0	2.7	-0.5	10.6
COc1ccccc1C(=O)NCCCCNC(=O)c1ccccc1OC	-2.2	2.6	8.1	-6.7	-0.9	-0.2	6.4	-1.6	4.0
CCCCCCCC(=O)NC(Nc1ccc(S(N)(=O)=O)cc1)C(Cl)(Cl)Cl (configuration not stated)	-1.3	3.1	-3.7	1.8	3.2	-2.8	-3.1	1.2	0.3
CC(=O)Nc1ccc(NC(=O)COC(=O)/C(=C/c2ccccc2)n2nnnc2C)cc1	-3.0	-0.8	4.7	7.6	2.1	1.6	0.6	-6.6	-8.7
CCCn1nc(NC(=O)C(C)C)c2cc3cc(OC)ccc3nc21	-2.6	-5.8	-1.5	6.8	0.6	-6.1	-3.3	6.8	0.1
Cc1cc(NC(=O)CN2CC(C)OC(C)C2)n(-c2nc3ccccc3s2)n1 (configuration not stated)	0.2	17.7	1.6	8.7	-1.4	2.8	-2.4	-1.1	3.8
